Compound activity (PubChem)
FadD28 FP inh – blocks FadD28 binding to the bisubstrate probe | fluorescence polarization | inhibition, % at 12.5 µM | actives 0.22% (n = 360,000); in the data active = inhibition above about 8.5%, passing the limit was not always enough
PfHsp40 yeast – rescue of PfHsp40-mediated yeast toxicity. actives 0.68% (n = 340,000). S. cerevisiae expressing PfHsp40, growth rescue, ATP luminescence. growth rescue, % at 12.5 µM; in the data active = growth rescue above about 28%, passing the limit was not always enough;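 also: yeast W303a lacking pdr1 and pdr3 grown in galactose medium; growth measured after three days at 30 °C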
PrPC TRFRET – reduces human prion protein on the cell surface; P04156; cell surface PrPC, TR-FRET read-out; inhibition, % at 13.8 µM; actives 0.43% (n = 370,000); AID 720596; in the data active = inhibition above about 24%; also: 0% = median of the test wells and 100% = reference compound wells
CCHFV vOTU inh – blocks the CCHF virus ovarian tumor domain protease; CCHFV vOTU protease, Pep-AMC fluorescence; AID 651958; actives 0.55% (n = 370,000); inhibition, % at 11.5 µM; in the data active = inhibition above about 30%; also: 0% = vehicle wells with enzyme and 100% = no enzyme wells
Y pestis TopoI – Y. pestis Topo-I inhibition via cleavage products; Y. pestis Topo-I cleavage product accumulation, plate reader; activity, % at 10 µM; actives 0.064% (n = 360,000); in the data active = activity above about 50%, passing the limit was not always enough; also: inactives centre near 2
The depositor's hits bear a star; x = not tested or not shown; & = joins results of further samples. These rows are one share of the data; count on the stated rates, not on these rows.

SMILES	FadD28 FP inh	PfHsp40 yeast	PrPC TRFRET	CCHFV vOTU inh	Y pestis TopoI
CCN(Cc1cn(Cc2ccc(C)cc2)nn1)S(=O)(=O)c1ccccc1Br	x	x	5	-8	x
CN(C)c1ccc(NC(=S)OC2CCC23CCC(c2ccccc2)CC3)cc1 (stereo unspecified)	x	x	2	10	x
CCOC(=O)c1ccc(N2NC(=O)/C(=C/c3ccc(OC(=O)c4ccco4)c(OC)c3)C2=O)cc1	x	x	0	20	x
Cc1ccccc1NC(=O)CN1CCN(c2nc(-c3ccccc3)cs2)CC1	x	x	5	16	x
O=C(OC12CCCN(C1)/C(=C/c1cccc(Cl)c1)C2)c1ccno1 (stereo unspecified)	x	x	3	-3	x
CCCCN1CCN(C(=O)COc2cc(=O)n(C)c3ccccc23)CC1	x	x	-9	-4	x
COC(=O)[C@]12C[C@H](CC(=O)NCc3ccc(OC)c(OC)c3)C(=O)N(Cc3ccco3)C1=C[C@H](C1CCCC1)O[C@@H]2C	x	x	-6	5	x
CCOC(=O)c1ccccc1NC(=O)Cn1cnc2c(cnn2-c2ccc(OC)cc2)c1=O	x	x	7	7	x
CCCCCCC(=O)NC1CCCCN(Cc2ccc(C)cc2)C1=O (stereo unspecified)	x	x	7	5	x
CCc1ccccc1-c1cc(C(=O)OC)c2n(c1=O)CCC2	x	x	-4	-3	x
CCOC(=O)COn1c(=O)c(-c2ccc(OC)c(OC)c2)[n+]([O-])c2ccccc21	x	x	-25	6	x
C=CC[C@@H]1NN2C(=O)[C@@H](CCCC)[C@@H]3c4cc5ccccc5cc4C=NN3[C@@H]2c2cc3ccccc3cc21	x	x	4	11	x
C[C@@H](N)P(=O)(O)C[C@H](Cc1ccccc1)C(=O)O	x	x	12	0	x
CCOC(=O)[C@]12CCCCC/C=C\1N(CCc1ccc(Cl)cc1)C(=O)[C@H]2CC(=O)N1CCCC1	x	x	7	11	x
O=C(NCc1ccccc1)C1(C(=O)C2CC2)CC(c2ccccn2)=NO1 (stereo unspecified)	x	x	8	5	x
COC(=O)[C@]12C[C@H](CC(=O)NCc3cccs3)C(=O)N(Cc3ccco3)C1=C[C@H](C(C)C)O[C@@H]2C1CC1	x	x	-6	2	x
C#CCNC(=O)C[C@H]1C[C@@]2(C(=O)OC)C(=C[C@H](C(C)C)O[C@@H]2C2CC2)N(CCC2=CCCCC2)C1=O	x	x	1	9	x
Cc1c(NC(=O)C2CCCN(S(=O)(=O)c3ccc(Cl)s3)C2)c(=O)n(-c2ccccc2)n1C (stereo unspecified)	x	x	-3	2	x
COc1cccc(-c2nc(-c3ccccn3)no2)c1	x	x	0	1	x
C=CCCC1(CCC)C(=O)/C(=C(\O)c2ccccc2)C(=O)C(CCC)=C1OC (stereo unspecified)	x	x	2	7	x
O=C(CN1C(=O)C2(OCCCO2)c2ccccc21)NCc1ccc2ccccc2c1	x	x	2	-6	x
CCCOc1ccc(Oc2c(Cl)cnn(Cc3cccc4ccccc34)c2=O)cc1	x	x	-7	1	x
CCCCCCCCN1CN2Cc3cc(OC)ccc3C2CS1(=O)=O (stereo unspecified)	x	x	-2	15	x
CN1C(=O)c2cc(NC(=O)C3CCCCC3)ccc2OC[C@H]2O[C@@H](CC(=O)NC3CCCC3)CC[C@H]21	x	x	-4	1	x
O=C(NCCc1c[nH]c2ccccc12)OCc1cn(Cc2ccccc2Cl)nn1	x	x	4	2	x
Additional entries follow:
SMILES	FadD28 FP inh	PfHsp40 yeast	PrPC TRFRET	CCHFV vOTU inh	Y pestis TopoI
CC(=O)N1CCc2c1cccc2S(=O)(=O)NC(CC(C)C)C(=O)Nc1ccc(F)cc1Cl (stereo unspecified)	x	x	-10	7	x
COc1ccc(CN2C(=O)[C@]3(NCCc4c3[nH]c3ccc(OC)cc43)c3cc(Br)ccc32)cc1	x	x	3	9	x
COc1cc2c(cc1OC)/C(=C/C(=O)N1CCOCC1)NC(C)(C)C2	x	x	-5	-31	x
C[C@H]1COc2cc(Br)ccc2S(=O)(=O)N1Cc1cn(Cc2ccc(Br)cc2)nn1	x	x	-1	-5	x
CN1[C@@H](Cc2ccccc2)COc2cc(F)ccc2S1(=O)=O	x	x	-8	11	x
COC(=O)[C@]12C[C@H](CC(=O)N3CCCC3)C(=O)N(Cc3ccc(Cl)cc3Cl)C1=C[C@H](C(C)C)O[C@@H]2C1CC1	x	x	22	14	x
S=C(Nc1ccccc1)OC1CCC12CCC(c1ccccc1)CC2 (stereo unspecified)	x	x	9&-2	9&6	x
COC(=O)[C@]12C[C@H](CC(=O)N3CCSCC3)C(=O)N(Cc3ccc(Cl)cc3Cl)C1=C[C@H](C(C)C)O[C@@H]2C1CC1	x	x	-3	12	x
Cc1cc(C)nc(N2CCCC(C(=O)Nc3nnc(C(C)C)s3)C2)n1 (stereo unspecified)	x	x	5	-1	x
CC(=O)N1CCN(C(=O)CCn2nnc3ccccc32)CC1	x	x	2	-7	x
Cc1ccc(-c2cc(C(=O)NN=Cc3cccc4ccccc34)[nH]n2)cc1C	x	x	7	14	x
CC(C)CN1C(=O)N2Cc3ccccc3C2CS1(=O)=O (stereo unspecified)	x	x	0	-4	x
COc1ccc(S[C@]2(C(=O)N3CCN(c4ncccn4)CC3)CC(=O)N(c3ccc(Cl)cc3)[C@@H]2c2ccc(OC)cc2)cc1	x	x	-2	-4	x
CC(=O)NC(C)C(=O)N1CCCC1C(=O)N1CCCC1C(=O)NC(C)C(=O)NC1C(=O)NC(CC(C)C)C(=O)NC2CCCCNC(=O)CCC(C(=O)NC(Cc3ccc(O)cc3)C(=O)O)NC(=O)C3CCC(=O)OCC(NC(=O)C4CCCN4C(=O)C(Cc4c[nH]c5ccccc45)NC2=O)C(=O)NC(CC(=O)OC1C)C(=O)NC(Cc1c[nH]c2ccccc12)C(=O)N3 (stereo unspecified)	x	x	1	-6	x
CC(C)CN1CN(S(=O)(=O)c2cccs2)c2nc3ccccc3nc21	x	x	-5	-10	x
O=C(O)CS(=O)(=O)c1ccc(Oc2ccc(S(=O)(=O)CC(=O)O)cc2)cc1	x	x	5	-7	x
COC(=O)c1ccc(Cn2ccc3ccc(-c4ccc5ccn(Cc6ccccc6)c5c4)cc32)cc1	x	x	7	-1	x
C=CCN(CC#CC1=CCCCC1)Cc1ccccc1	x	x	9	5	x
CCC(C)[C@H](NC(=O)[C@H](CC(C)C)NC(=O)OC(C)(C)C)C(=O)N[C@@H](Cc1ccccc1)C(=O)OC (stereo partly specified)	x	x	2	19	x
O=C(Cc1ccccc1)N1CCC(Oc2cccnc2)CC1	x	x	-20	-4	x
O=C(c1cccc(C(F)(F)F)c1)N1CC[C@H]2[C@H](CCCN2Cc2ccc(F)cc2)C1	x	x	-5	5	x
CCOC(=O)CC[C@@]1(C(=O)OCC)C[C@@H](CC(=O)NCCCN2CCCC2=O)C(=O)N2CCCC=C21	x	x	-2	-2	x
O=C(CSc1nnc(-c2cccs2)o1)c1ccc2c(c1)OCO2	x	x	-2	3	x
CCOC(=O)N(C)[C@H]1C[C@H]2c3[nH]c4c(-c5ccc6c(c5)OCO6)cccc4c3CCN2C(=O)[C@H]1[C@H](C)O	x	x	-13	2	x
Cc1cnc(C(=O)N(CC(C)C)c2c(N)n(CC(C)C)c(=O)[nH]c2=O)cn1	0.1	1.7	x	x	-12
The results go on.
SMILES	FadD28 FP inh	PfHsp40 yeast	PrPC TRFRET	CCHFV vOTU inh	Y pestis TopoI
CCN1C(=NCc2ccc(OC)cc2)N[C@@H](CCc2ccccc2)[C@H](C(=O)NCc2ccc(OC)cc2)[C@H]1C	-5.1	0.4	x	x	0
O=C1CCNc2cc3ccccc3cc21	-1.1	-1.9	x	x	1
C#CCOc1ccc(OC)cc1C(c1c(C)[nH][nH]c1=O)c1c(C)[nH][nH]c1=O	1.9	-1.2	x	x	0
Cn1c(N2CCCCC2)nc2c1c(=O)n(Cc1cccc(Br)c1)c(=O)n2C	-4.3	4.8	x	x	3
Cc1ccc(N2CCN(C(=O)c3nn(C)c4c3CS(=O)(=O)c3ccccc3-4)CC2)c(C)c1	-0.2	1.9	x	x	-1
Cc1ccc(C)c(NC(=O)COC(=O)c2cc(=O)c3ccccc3o2)c1	1.2	0.2	x	x	-3

16 of these compounds in a different format:
Below each compound: FadD28 FP inh	PfHsp40 yeast	PrPC TRFRET	CCHFV vOTU inh	Y pestis TopoI
- COc1ccc(S[C@]2(C(=O)N3CCN(c4ncccn4)CC3)CC(=O)N(c3ccc(Cl)cc3)[C@@H]2c2ccc(OC)cc2)cc1
 : x	x	-2	-4	x
- CC(=O)NC(C)C(=O)N1CCCC1C(=O)N1CCCC1C(=O)NC(C)C(=O)NC1C(=O)NC(CC(C)C)C(=O)NC2CCCCNC(=O)CCC(C(=O)NC(Cc3ccc(O)cc3)C(=O)O)NC(=O)C3CCC(=O)OCC(NC(=O)C4CCCN4C(=O)C(Cc4c[nH]c5ccccc45)NC2=O)C(=O)NC(CC(=O)OC1C)C(=O)NC(Cc1c[nH]c2ccccc12)C(=O)N3 (stereo unspecified)
 : x	x	1	-6	x
- CC(C)CN1CN(S(=O)(=O)c2cccs2)c2nc3ccccc3nc21
 : x	x	-5	-10	x
- O=C(O)CS(=O)(=O)c1ccc(Oc2ccc(S(=O)(=O)CC(=O)O)cc2)cc1
 : x	x	5	-7	x
- COC(=O)c1ccc(Cn2ccc3ccc(-c4ccc5ccn(Cc6ccccc6)c5c4)cc32)cc1
 : x	x	7	-1	x
- C=CCN(CC#CC1=CCCCC1)Cc1ccccc1
 : x	x	9	5	x
- CCC(C)[C@H](NC(=O)[C@H](CC(C)C)NC(=O)OC(C)(C)C)C(=O)N[C@@H](Cc1ccccc1)C(=O)OC (stereo partly specified)
 : x	x	2	19	x
- O=C(Cc1ccccc1)N1CCC(Oc2cccnc2)CC1
 : x	x	-20	-4	x
- O=C(c1cccc(C(F)(F)F)c1)N1CC[C@H]2[C@H](CCCN2Cc2ccc(F)cc2)C1
 : x	x	-5	5	x
- CCOC(=O)CC[C@@]1(C(=O)OCC)C[C@@H](CC(=O)NCCCN2CCCC2=O)C(=O)N2CCCC=C21
 : x	x	-2	-2	x
- O=C(CSc1nnc(-c2cccs2)o1)c1ccc2c(c1)OCO2
 : x	x	-2	3	x
- CCOC(=O)N(C)[C@H]1C[C@H]2c3[nH]c4c(-c5ccc6c(c5)OCO6)cccc4c3CCN2C(=O)[C@H]1[C@H](C)O
 : x	x	-13	2	x
- Cc1cnc(C(=O)N(CC(C)C)c2c(N)n(CC(C)C)c(=O)[nH]c2=O)cn1
 : 0.1	1.7	x	x	-12
- CCN1C(=NCc2ccc(OC)cc2)N[C@@H](CCc2ccccc2)[C@H](C(=O)NCc2ccc(OC)cc2)[C@H]1C
 : -5.1	0.4	x	x	0
- O=C1CCNc2cc3ccccc3cc21
 : -1.1	-1.9	x	x	1
- C#CCOc1ccc(OC)cc1C(c1c(C)[nH][nH]c1=O)c1c(C)[nH][nH]c1=O
 : 1.9	-1.2	x	x	0
